USP1-UAF1 inh: inhibitors of human USP1/UAF1 deubiquitinase; O94782; recombinant USP1/UAF1, Ub-Rhodamine cleavage fluorescence; Potency, µM (series often up to 57.1 µM), for inactives: at the highest dose activity change, negative = inhibition, actives largely listed as inhibitors; 390,000 compounds, 0.23% hits; AID 743255; note: % is set by controls: 0 for no effect and ±100 for the full control effect; nearly all actives have a fitted effect of over 60% in size; inactives centre near -12
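1 nM enzyme complex + cpd, 15 min RT; start with Ub-Rho 150nM final; kinetic fluorescence ex 480/em 540, 6 reads q60 s. Buffer 50mM HEPES pH 7.8, 0.5mM EDTA, 0.1 mg/ml BSA, 1mM TCEP, 0.01% Tween-20.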
Vif-APOBEC3F blk: inhibitors of Vif-A3F interaction; 390,000 compounds, 0.2% hits; Potency, µM (series often up to 46.1 µM), for the others: at the top dose activity, negative = active; HeLa A3F-eYFP + Vif (tagged APOBEC3F with the HIV-1 protein that degrades it), YFP fluorescence increase; AID 602313; note: % of control where 0% means no effect; nearly all actives have a fitted effect of over 65% in size
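HeLa cells stably expressing A3F-eYFP plus Vif, plated and incubated overnight at 37 deg C, then exposed to compounds overnight at 37 deg C. Blocked degradation read as raised yellow fluorescence (Ex 488/Em 500-530).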
TrxR1 substrate: is turned over as a substrate by rat TrxR1 | purified TrxR1 substrate turnover, NADPH consumption readout | Potency, µM (series often up to 114 µM), without a hit: at the highest dose activity change, negative = substrate turnover | AID 588456 | O89049 | 390,000 compounds, 0.01% hits; note: % is set by controls: 0 for no effect and ±100 for the full control effect; nearly all actives have a fitted effect of over 50% in size
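Rat TrxR1, dispensed at 90 nM, was prereduced with 400 uM NADPH (final) for 5 min at ~22 deg C, then incubated with compound 15 min before 400 uM selenite. A first-read NADPH fluorescence drop versus no-compound background flagged substrates.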
RGS4 inhibitor: blocks human RGS4-accelerated GTP hydrolysis; Transcreener GDP fluorescence polarization, RGS4-accelerated GTP hydrolysis; Potency, µM (titrated, usually from 114 µM), inactives show at the highest dose activity change, negative = inhibition, usual class: inhibitors; 390,000 compounds, 0.039% hits; AID 504845; note: % is set by controls: 0 for no effect and ±100 for the full control effect; nearly all actives have a fitted effect of over 75% in size; some results filed as inactive show a strong effect at the top dose
Target sequence (P49798 whole entry, looked up): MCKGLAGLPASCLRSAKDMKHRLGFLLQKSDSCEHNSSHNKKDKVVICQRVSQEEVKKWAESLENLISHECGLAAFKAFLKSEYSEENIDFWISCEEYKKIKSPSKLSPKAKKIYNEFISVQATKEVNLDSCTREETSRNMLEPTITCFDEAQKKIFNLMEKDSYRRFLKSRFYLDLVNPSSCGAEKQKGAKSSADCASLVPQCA
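MLSMR compounds (23 nl, pin-transferred) preincubated 10 min at room temperature with a 500nM (2x) first reagent, then RGS4 at 900nM (2x) plus Transcreener GDP mix added; fluorescence polarization (620/688 nm) read before and after 90 min at 30 °C.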
Vif-APOBEC3G blk: Vif-A3G binding inhibition; AID 602310; 410,000 compounds, 0.076% hits; HeLa A3G-eYFP + Vif (tagged APOBEC3G with the HIV-1 protein that degrades it), YFP fluorescence, overnight; Q9HC16; Potency, µM (highest dose often 46.1 µM), inactives show top-dose activity, negative = active, actives largely listed as inhibitors;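 note: % is set by controls: 0 for no effect and ±100 for the full control effect; nearly all actives have a fitted effect of over 60% in size; hits raise eYFP signal because A3G escapes Vif-driven loss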
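HeLa cells stably expressing Vif and C-terminally eYFP-tagged A3G, seeded overnight at 37 deg C, then exposed to compound by pintool overnight at 37 deg C. Rise in yellow fluorescence (Ex 488/Em 500-530, Acumen) marks blocked Vif-driven A3G degradation.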
IDH1 R132H inh: human IDH1 R132H inhibition; IDH1-R132H enzyme, NADPH consumption, diaphorase/resazurin fluorescence; 390,000 compounds, 0.093% hits; AID 602179; O75874; Potency, µM (highest dose often 76.6 µM), for inactives: top-dose activity change, negative = inhibition, usual class: inhibitors; note: % is set by controls: 0 for no effect and ±100 for the full control effect; nearly all actives have a fitted effect of over 65% in size
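IDH1-R132H (0.5 ug/mL dispensed) in pH 7.5 Tris buffer was preincubated 30 min with compound, then given a substrate mix of 0.016 mM NADPH and 2 mM alpha-KG for 80 min at room temperature; remaining NADPH was read by diaphorase/resazurin fluorescence.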
RXFP1 ag: RXFP1 (human) receptor agonism; Q9HBX9; HEK293T-RXFP1 cAMP TR-FRET, 30 min; response scale: percent of porcine relaxin response, buffer zero; Potency, µM (titrated, usually from 57.5 µM), without a hit: top-dose activation, actives largely listed as activators; 370,000 compounds, 0.3% hits; note: % is set by controls: 0 for no effect and ±100 for the full control effect; nearly all actives have a fitted effect of over 60% in size; many of its hits are not listed in these tables
Target sequence (Q9HBX9 whole entry, looked up): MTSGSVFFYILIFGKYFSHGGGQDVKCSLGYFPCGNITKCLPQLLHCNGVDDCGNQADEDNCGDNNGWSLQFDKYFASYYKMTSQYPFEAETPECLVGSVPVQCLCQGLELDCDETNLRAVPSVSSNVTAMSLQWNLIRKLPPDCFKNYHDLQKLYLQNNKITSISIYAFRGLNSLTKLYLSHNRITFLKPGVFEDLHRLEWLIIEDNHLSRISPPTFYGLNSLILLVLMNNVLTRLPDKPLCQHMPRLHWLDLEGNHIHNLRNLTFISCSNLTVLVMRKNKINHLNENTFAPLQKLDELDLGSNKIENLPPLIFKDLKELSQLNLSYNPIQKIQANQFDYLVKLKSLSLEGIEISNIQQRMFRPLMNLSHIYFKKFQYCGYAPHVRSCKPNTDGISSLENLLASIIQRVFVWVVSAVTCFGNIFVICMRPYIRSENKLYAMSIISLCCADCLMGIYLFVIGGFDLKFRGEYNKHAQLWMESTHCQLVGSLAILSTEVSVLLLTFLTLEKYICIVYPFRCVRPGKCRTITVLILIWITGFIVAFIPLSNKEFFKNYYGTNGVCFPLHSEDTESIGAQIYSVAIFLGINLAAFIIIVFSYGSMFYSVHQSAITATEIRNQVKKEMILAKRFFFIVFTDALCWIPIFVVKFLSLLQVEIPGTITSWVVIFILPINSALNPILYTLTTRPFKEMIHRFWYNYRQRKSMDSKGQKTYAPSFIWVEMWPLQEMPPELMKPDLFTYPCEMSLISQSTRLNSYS
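HEK293T cells stably expressing RXFP1 were pretreated with the PDE4 inhibitor Ro 20174, exposed to compounds for 30 min at 37C, lysed, and cAMP was read by TR-FRET. Data normalized to buffer (basal) and 29 nM porcine relaxin (100%).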
ALOX12 inh: blocks human arachidonate 12S-lipoxygenase; purified 12hLO, xylenol orange hydroperoxide absorbance; Potency, µM (top dose mostly 108 µM), for the others: at the top dose activity change, negative = inhibition, actives largely listed as inhibitors; 580,000 compounds, 1.1% hits; note: % is set by controls: 0 for no effect and ±100 for the full control effect
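Purified human 12hLO at 150 nM in 25 mM Hepes, 0.01% Triton X-100, pH 7.0, preincubated 15 min at room temperature with compound. Reaction started with 40 uM arachidonic acid, 30 min at room temperature. Hydroperoxide measured by Fe-xylenol orange, 573/405 nm absorbance ratio.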
TrxR1 inh: rat TrxR1 inhibition | 390,000 compounds, 1% hits | AID 588453 | recombinant rTrxR1, NADPH fluorescence consumption, selenite substrate | Potency, µM (titrated, usually from 114 µM), for inactives: at the top dose activity change, negative = inhibition, hits mostly inhibitors | O89049; note: % is set by controls: 0 for no effect and ±100 for the full control effect; nearly all actives have a fitted effect of over 65% in size
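Rat TrxR1 (90 nM in the dispensed reagent) was pre-reduced with 400 uM NADPH for 5 min at room temperature, then incubated with compound for 15 min. After 400 uM selenite was added, NADPH fluorescence (Ex 340/Em 450 nm) was followed for 8 min.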
* hit, by the source's call; ? = inconclusive; . = not tested or not shown; [ ] = dose if it differs, or a comment. Calls come from the whole dose curve; as a rule, active = well fitted curve in the direction sought with a large enough effect; inconclusive = small, poorly fitted or top-dose-only effect, or another doubt; inactive = no such curve, though single readings can be large; an effect the other way counts as inactive or inconclusive. Potency is the fitted concentration of half-maximal effect. An excerpt. The share of hits here may be higher or lower than overall.

SMILES	USP1-UAF1 inh	Vif-APOBEC3F blk	TrxR1 substrate	RGS4 inhibitor	Vif-APOBEC3G blk	IDH1 R132H inh	RXFP1 ag	ALOX12 inh	TrxR1 inh
CCCOC(=O)c1ccc(Cl)c(NC(=O)c2ccc(-c3ccccc3)cc2)c1	4.6%	-6.1%	12.9%	3.7%	1.2%	2.9%	5.4%	18.8%	29.5%
COc1ccccc1CNC(=O)CCC(=O)N1CCOc2ccc(C)cc21	-2.8%	2.4%	8.2%[57.1 µM]	8.8%	1.2%	2.3%	1.3%	10.5%	28.9%[57.1 µM]
O=C(c1ccc(F)cc1)c1c[nH]c(C(=O)NCc2ccco2)c1	-7.6%	-13.5%	5.7%[57.1 µM]	-17.8%	-2.2%	1.0%	0.8%	69.1%[activator]	9.9%[57.1 µM]
COc1ccc(N2CCN(Cc3nc4c(c(=O)n(C)c(=O)n4C)n3C(C)C(C)=O)CC2)cc1 (configuration not stated)	-0.8%	-0.9%	-2.0%[57.1 µM]	-10.8%	-7.4%	-3.7%	3.1%	-17.4%	-16.4%[57.1 µM]
CCCNC(=O)C/C(C)=N/NC(=O)COc1ccc(C)cc1Br	-18.7%	3.7%	-1.1%	-21.6%	-8.9%	0.0%	-5.2%	12.2%	-7.4%
O=C(O)c1ccccc1NCN1C(=O)C2CC=C(Cl)CC2C1=O (configuration not stated)	-26.6%	14.7%	111.8%[activator]	-22.2%	0.3%	9.6%	2.6%	-15.7%	33.9%
Cc1c(C(=O)N2CCNCC2)oc2ccccc12	-26.3%	-2.7%	6.1%	-10.3%[56.9 µM]	0.2%	-1.6%	2.6%	0.8%	1.4%
CC1CCN(C(=O)Cn2cc(SCC(=O)Nc3ccccc3C(F)(F)F)c3ccccc32)CC1	2.8%	0.5%	-7.5%	1.9%	-5.4%	0.6%	-1.3%	-0.9%	7.1%
Cn1c(CNC(=O)CCNC(=O)c2ccc(F)c(F)c2)cc(=O)n(C)c1=O	-8.0%	-15.2%	4.4%	1.0%	-5.5%	-9.8%	0.6%	-10.6%	18.6%
CCN1CCc2c(sc(-n3cccc3)c2C(C)NC(=O)Nc2ccc(Br)cc2)C1 (configuration not stated)	?	?	-6.6%	9.1%	?	-3.2%	4.0%	?	-0.6%
CC(NC(=O)c1ccncc1)c1ccc(Br)cc1 (configuration not stated)	-15.7%	12.9%	8.8%	15.3%	-6.1%	6.5%	.	0.0%	26.5%
Cc1ccc2nc(Cl)cc(=O)n2c1	-11.4%	-3.6%	46.4%[57.1 µM]	?	-5.5%	0.9%	.	3.2%	8.1%[11.4 µM]
COc1ccc(S(=O)(=O)N2CCCOC2CNC(=O)C(=O)NCCCn2ccnc2)cc1OC (configuration not stated)	-2.7%	0.3%	5.7%[57.1 µM]	7.3%	-9.6%	12.0%	-0.8%	-1.0%	13.0%[57.1 µM]
N#Cc1cnn(-c2cccc(Cl)c2)c1N	-3.9%	3.4%	-7.3%	-1.1%	-0.1%	2.6%	1.6%	0.7%	-15.1%
CC1(C)CC(=O)C=C(NNC(=O)c2ccccc2)C1	-8.2%	7.3%	12.5%	-0.7%	1.3%	2.9%	-1.5%	19.6%	4.9%
Brc1cc2c(cc1C1OCCO1)OCO2	-13.6%	-2.2%	-0.1%	20.9%	-6.5%	0.9%	.	-18.0%	6.6%
CN(C)c1ccc(NC(=O)Cn2nnc3sc4c(c3c2=O)CCC(C(C)(C)C)C4)cc1 (configuration not stated)	-6.2%	.	-3.4%	-4.6%	.	.	1.1%	?	18.5%
O=C(N/N=C/c1cccc(F)c1)c1cc(-c2ccco2)nc2ccccc12	?	-3.6%	19.2%[11.4 µM]	-21.8%[11.4 µM]	?	4.3%	3.9%	-14.5%[57.4 µM]	-28.8%[11.4 µM]
c1ccc(-c2c3ccccc3nc3[nH]c4ccccc4c23)cc1	12.6%	-9.8%	33.4%[activator][57.1 µM]	22.4%	-4.9%	6.8%	3.4%	.	7.1%[57.1 µM]
CC(C)c1nc(SCC(=O)Nc2cccc(C(F)(F)F)c2)c2c(=O)n(C)c(=O)n(C)c2n1	-21.1%	4.4%	-6.8%[57.1 µM]	3.6%	-3.9%	5.9%	-1.0%	5.2%	3.3%[57.1 µM]
COc1cccc(NC(=O)C2CCCN2C(=O)Nc2ccccc2F)c1 (configuration not stated)	-10.0%	1.9%	12.2%	-0.1%	-0.7%	0.0%	-1.4%	0.9%	18.0%
N[C@@H](CO)c1nnc([C@H](CC(=O)O)NC(=O)C2CCNCC2)o1	-4.3%	2.5%	-8.4%[57.1 µM]	-26.5%	-5.0%	13.1%	-0.5%	17.0%	-0.4%[57.1 µM]
Cc1ccc(NC(=O)C2CCN(c3ncnc4c3nc3n4CCCCC3)CC2)cc1Cl	-11.2%	-19.7%	0.9%	27.8%	0.8%	-5.2%	-0.3%	-0.5%	12.5%
C=CCO/N=C(/C)c1c(O)c(CC)c(-c2ccccc2)n(-c2ccccc2)c1=O	-3.4%	-12.5%	-13.1%	17.7%	0.3%	6.9%	1.9%	?	-11.5%
O=C(OCc1ccccc1)c1ccc2c(c1)-c1ccccc1C2=O	-19.3%	3.5%	-1.1%	16.6%	2.9%	3.3%	1.8%	0.0%	2.4%
COc1ccccc1Nc1nn2c(=O)c3ccc(C(=O)NCc4cccs4)cc3nc2s1	-8.1%	?	-4.5%[57.1 µM]	-18.0%	-20.1%	-10.1%	?	4.3%	-0.3%[57.1 µM]
O=c1cc(CSc2nnc(-c3ccccc3)o2)c2ccccc2[nH]1	-2.5%	-5.3%	1.3%[57.1 µM]	-6.3%	1.1%	-8.5%	1.0%	348.7%[activator]	10.2%[57.1 µM]
CC(CN1CCOCC1)OC(=O)c1ccc2c(c1)OCCO2 (configuration not stated)	-18.7%	2.6%	-24.8%[57.1 µM]	-17.4%	0.3%	0.0%	-0.8%	?	3.9%[57.1 µM]
CC(C)(C)C(=O)N1NC(=Nc2ccccc2)SC1(C)C	-6.9%	-42.4%	1.1%[57.1 µM]	10.3%	-0.8%	16.0%	0.4%	169.1%[activator]	18.6%[57.1 µM]
OCC(O)C1OC(Nc2ccc(Br)cc2)C(O)C1O (configuration not stated)	-10.6%	-7.5%	-4.1%[57.1 µM]	-33.4%	-0.3%	0.6%	-0.8%	?	23.3%[57.1 µM]
NC(=O)c1cc(S(=O)(=O)N2CCCC2)ccc1OCCOc1ccccc1F	-18.6%	0.9%	14.4%	3.4%	-0.8%	6.0%	-0.1%	-0.1%	27.3%
Cc1ccc(N(Cc2cc3ccc(C)cc3[nH]c2=O)S(C)(=O)=O)c(C)c1	-24.2%	-1.4%	1.9%	-9.1%[11.4 µM]	1.2%	7.0%	4.8%	?	13.1%
Cc1onc(-c2ccccc2Cl)c1C(=O)Nc1cccc(-c2cn3cccnc3n2)c1	-8.9%	2.1%	567.0%[activator]	23.0%	-5.7%	6.0%	4.7%	.	13.9%
Cn1c2c(c(=O)n(C)c1=O)C(C(F)(F)F)(C(F)(F)F)N=C(c1ccccc1Cl)N2	-5.8%	-2.2%	11.7%	32.6%	0.5%	1.3%	0.5%	0.6%	26.0%
O=C(N/N=C/c1cc2ccccc2nc1Cl)c1ccncc1	-21.7%	-13.6%	2.5%[57.1 µM]	?	-9.1%	-3.1%	1.1%	0.2%	12.0%[57.1 µM]
Cn1cccc1CC(=O)NNC(=S)NC(=O)c1ccc(F)cc1	-4.2%	2.0%	3.6%	-50.2%	4.4%	7.0%	0.5%	?	-15.3%
O=C1NC2(CCCCCC2)C(=O)N1Cc1cccc(Cl)c1	-17.5%	25.9%	-4.4%	-8.5%	2.9%	6.5%	-0.2%	23.5%	11.2%
COc1ccc(N2Cc3cccc(C(=O)Nc4ccc(C)c(C)c4)c3C2=O)cc1	-24.3%	-7.1%	0.9%	-7.4%	1.1%	1.7%	-0.7%	-10.6%	12.0%
COc1ccc(NC(=O)CC(C)S(=O)(=O)c2ccc3c(c2)NC(=O)CO3)cc1OC (configuration not stated)	-14.8%	-15.9%	4.0%[57.1 µM]	-10.1%	-13.7%	-8.7%	3.3%	-12.7%	16.9%[57.1 µM]
CCn1c(N2CCN(S(=O)(=O)c3ccc(F)cc3)CC2)nc2ccccc21	-16.3%	10.0%	6.4%[57.1 µM]	3.7%	0.8%	1.2%	0.6%	-7.0%	7.7%[57.1 µM]
O=C(c1csc(Nc2ccccc2Cl)n1)N1CCCC1	1.0%	-1.2%	2.4%	-36.6%	-6.0%	4.1%	0.0%	-14.7%	-18.0%

Screens deposited in PubChem by National Center for Advancing Translational Sciences (NCATS).
